Source: PubChem BioAssay
All columns: NCI-60 one-dose screen, growth in % after 48 h at 10 µM unless noted; 100 = growth as untreated, 0 = no growth, -100 = all killed.
RXF 393 – RXF 393 renal cancer cells; hit rate 6.9% among 77,000
786-0 – 786-0 renal cancer cells; hit rate 5.1% among 81,000; AID 1794775
TK-10 – TK-10 renal cancer cells; hit rate 3.9% among 81,000
SN12C – SN12C renal cancer cells | hit rate 3.8% among 81,000
ACHN – ACHN renal cancer | hit rate 4.9% among 81,000 | AID 1794771
PC-3 – PC-3 prostate cancer cells. hit rate 3.9% among 80,000
A498 – A498 renal cancer cells. AID 1794774. hit rate 5.4% among 76,000
CAKI-1 – CAKI-1 renal cancer. hit rate 4.7% among 75,000. AID 1794772
UO-31 – UO-31 renal cancer; hit rate 5.2% among 81,000; AID 1794768
An asterisk follows results filed as active; . = no result given; & = joins results of further samples; ! = not active in a repeat. Rule for the calls: active = growth percent below 10; inactive = the rest.

Screens by letter: A = RXF 393; B = 786-0; C = TK-10; D = SN12C; E = ACHN; F = PC-3; G = A498; H = CAKI-1; I = UO-31
1) CC1=C(c2ccc(Cl)cc2)OC(C(C)C)C2(C#N)C(=N)NC(=O)C12C#N (configuration not stated)
  A = 108	B = 95	C = 104	D = 102	E = .	F = 73	G = 84	H = .	I = 86

2) CC(=O)O[C@@H](C)[C@H]1O[C@H]2CC(=O)O[C@H]2[C@@H]1O
  A = 118	B = 92	C = 91	D = 96	E = 106	F = 101	G = 98	H = .	I = 97

3) COc1ccc(-c2nn(C(=O)c3cc(OC)c(OC)c(OC)c3)c3cc(N)ccc23)cc1
  A = 15	B = 6.9*	C = 61	D = 23	E = 11	F = 26	G = -8.3*	H = 46	I = 24

4) CCCSc1nc(NCCc2c[nH]c3ccccc23)c(C#N)c(-c2ccccc2)n1
  A = 55	B = 75	C = 107	D = .	E = 78	F = 35	G = 82	H = 57	I = 65

5) N#Cc1ccccc1-c1ccc(CN2CCN(c3nsc4ccccc34)CC2)cc1
  A = 100	B = 100	C = 96	D = 82	E = 104	F = 87	G = 77	H = 94	I = 103

6) Cc1cc(C)c2ccc(C)c(N)c2n1
  A = 116	B = 114	C = 117	D = 114	E = 99	F = 110	G = 94	H = 103	I = 89

7) CCCCCCCCCC[C@@H](C)[C@@H]1CC(=O)N[C@H]([C@@H](C)O)C(=O)N[C@@H](C)C(=O)N[C@H](C)C(=O)N[C@@H](CCC(N)=O)C(=O)N[C@H](Cc2ccc(O)cc2)C(=O)N[C@@H](C(C)CC)C(=O)O1 (some centres not stated)
  A = 98	B = 92	C = 48	D = 67	E = 98	F = 39	G = 64	H = .	I = 80

8) O=C1CCC(=O)O1
  A = 117	B = 99	C = 108	D = 103	E = 108	F = 96	G = 101	H = 103	I = 94

9) CC1(c2ccncc2)Nc2ccccc2-c2ccnn21 (configuration not stated)
  A = 100	B = 100	C = 105	D = 105	E = 92	F = 86	G = 103	H = 92	I = 66

10) COc1ccc(-n2cc(-c3ccc(Br)cc3)nc2SCC(=O)c2ccccc2)cc1
  A = 63	B = 86	C = 95	D = 86	E = 86	F = 85	G = 85	H = 83	I = 83

Reprinted from the part before: five compounds; new compounds follow.
Screens by letter: A = RXF 393; B = 786-0; C = TK-10; D = SN12C; E = ACHN; F = PC-3; G = A498; H = CAKI-1; I = UO-31
6) Cc1cc(C)c2ccc(C)c(N)c2n1
  A = 116	B = 114	C = 117	D = 114	E = 99	F = 110	G = 94	H = 103	I = 89

7) CCCCCCCCCC[C@@H](C)[C@@H]1CC(=O)N[C@H]([C@@H](C)O)C(=O)N[C@@H](C)C(=O)N[C@H](C)C(=O)N[C@@H](CCC(N)=O)C(=O)N[C@H](Cc2ccc(O)cc2)C(=O)N[C@@H](C(C)CC)C(=O)O1 (some centres not stated)
  A = 98	B = 92	C = 48	D = 67	E = 98	F = 39	G = 64	H = .	I = 80

8) O=C1CCC(=O)O1
  A = 117	B = 99	C = 108	D = 103	E = 108	F = 96	G = 101	H = 103	I = 94

9) CC1(c2ccncc2)Nc2ccccc2-c2ccnn21 (configuration not stated)
  A = 100	B = 100	C = 105	D = 105	E = 92	F = 86	G = 103	H = 92	I = 66

10) COc1ccc(-n2cc(-c3ccc(Br)cc3)nc2SCC(=O)c2ccccc2)cc1
  A = 63	B = 86	C = 95	D = 86	E = 86	F = 85	G = 85	H = 83	I = 83

11) N/C(Cc1nc2ccccc2s1)=N/O
  A = 92	B = 107	C = 125	D = 93	E = 87	F = 57	G = 91	H = 91	I = 76

12) CC(C)C(=O)OCCCc1ccccc1
  A = 101	B = 103	C = 101	D = 106	E = 110	F = 92	G = 85	H = 102	I = 97

13) COc1cc(C2CC(=O)c3c(C)nn(-c4nc5ccccc5[nH]4)c3C2)cc(OC)c1OC (configuration not stated)
  A = 30	B = 24	C = 45	D = 76	E = 59	F = 72	G = 57	H = 101	I = 91

14) O=C(/C=C(O)/C=C/c1csc2ccccc12)/C=C/c1csc2ccccc12
  A = 123	B = 110	C = 126	D = 92	E = 108	F = 93	G = .	H = 100	I = 85

15) O=C(Nc1ccc(F)cc1)c1n[nH]c2c1CCCCC2
  A = 113	B = 108	C = 122	D = 92	E = 108	F = 77	G = 95	H = 95	I = 94

16) CCOC(=O)Cn1c(C)cc(C)c(C#N)c1=O
  A = 108	B = 102	C = 99	D = 96	E = 99	F = 100	G = 94	H = 92	I = 85

17) COc1cc(-c2nn(-c3ccc(F)c(Cl)c3)cc2CO)ccc1O
  A = 123	B = 104	C = 88	D = 97	E = 104	F = 94	G = 55	H = .	I = 87

18) O=CNc1ccc(Cl)c(Cl)c1
  A = 103	B = 105	C = 104	D = 88	E = 99	F = 93	G = .	H = 99	I = 80

19) NC(N)=NCCCC(=O)O
  A = 105	B = 96	C = .	D = 103	E = 111	F = .	G = 109	H = 104	I = 73

20) O=c1cc(SCc2ccccc2)nc[nH]1
  A = 124	B = 95	C = 108	D = 120	E = 108	F = 98	G = 113	H = 86	I = 103

Brought forward from above: 2 entries, then new ones.
Screens by letter: A = RXF 393; B = 786-0; C = TK-10; D = SN12C; E = ACHN; F = PC-3; G = A498; H = CAKI-1; I = UO-31
19) NC(N)=NCCCC(=O)O
  A = 105	B = 96	C = .	D = 103	E = 111	F = .	G = 109	H = 104	I = 73

20) O=c1cc(SCc2ccccc2)nc[nH]1
  A = 124	B = 95	C = 108	D = 120	E = 108	F = 98	G = 113	H = 86	I = 103

21) Cn1c(=O)[nH]c(N)c(Br)c1=O
  A = 112	B = 104	C = 129	D = 106	E = 114	F = 101	G = 107	H = 117	I = 85

22) COc1ccc(C2=NN(c3ccc(Cl)cc3)C(c3cccc(Nc4ccnc5cc(Cl)ccc45)c3)C2)cc1 (configuration not stated)
  A = 83	B = 74	C = 82	D = 84	E = 98	F = 64	G = 87	H = .	I = 64

23) N#CC1c2ccccc2C=CN1C(=O)N(c1ccccc1)c1ccccc1 (configuration not stated)
  A = 2.1*	B = 96	C = 32	D = 76	E = 12	F = 60	G = .	H = 2.4*	I = 37

24) COc1ccc(Br)c(C(=O)Sc2nnnn2-c2cccc(Cl)c2)c1
  A = 111	B = 108	C = 99	D = 98	E = 100	F = 90	G = 100	H = 77	I = 75

25) CCCCCCNC(=O)N/C=C(/C#N)C(N)=O
  A = 113	B = 101	C = 99	D = 109	E = 101	F = 94	G = 94	H = 99	I = 89

26) CN(C)c1ccc2cc(-c3ccc(Cl)c(Cl)c3)c(N)nc2c1
  A = 63	B = 55	C = 28	D = 41	E = 52	F = 28	G = 41	H = 39	I = 33

27) Cc1c/c(=N\NC(=O)Nc2ccc(F)c(Cl)c2)oc2cc(O)ccc12
  A = 123	B = 104	C = 104	D = 83	E = 95	F = 98	G = 111	H = 90	I = 80

28) N#Cc1nnn(-c2ccc(S(N)(=O)=O)cc2)c1NCC(=O)c1ccccc1
  A = 113	B = 102	C = 107	D = 97	E = 99	F = 84	G = 101	H = .	I = 79

29) CCOC(=O)c1ccc2c(c1N1CCN(c3ccc(F)cc3)CC1)N(O)ON2
  A = 91	B = 96	C = 81	D = 94	E = 106	F = 81	G = 86	H = 87	I = 82

30) C=C(C)/C=N/O
  A = 108	B = 103	C = 103	D = 105	E = 92	F = 99	G = 98	H = 92	I = 90

31) Cc1nc2ccccc2c(/C=C/c2ccccc2)c1C(=O)/C=C/c1ccc(Cl)cc1
  A = -28*	B = 2.5*	C = 22	D = 20	E = 14	F = 34	G = 37	H = 13	I = 11

32) O=c1[nH]c2ccc(Cl)cc2cc1CSc1ccc(Nc2nccc(-c3ccc4c(c3)OCO4)n2)cc1
  A = .	B = 107	C = 113	D = 116	E = 107	F = 103	G = 129	H = 101	I = 100

33) CCCCCCCCNc1cc2c3c(c1)CCCN3CCC2
  A = 29	B = 43	C = 42	D = 9.8*	E = 31	F = -1.0*	G = 80	H = 39	I = 61

34) Cc1cc(=O)oc2cc(Oc3nc(-c4cccs4)cn4c(-c5ccc(Cl)cc5)cnc34)ccc12
  A = 88	B = 107	C = 108	D = 103	E = 91	F = 80	G = 98	H = 96	I = 69

35) CC(C)C(C(=O)O)N1C(=O)CSC1=S (configuration not stated)
  A = 109	B = 105	C = 93	D = 96	E = 98	F = 100	G = 97	H = 90	I = 94

36) Nc1nc(-c2cccc([N+](=O)[O-])c2)c(N=Nc2cccc(Cl)c2)s1
  A = -11*	B = 47	C = 72	D = 53	E = 49	F = 38	G = .	H = 23	I = 33

37) Cn1cc(-c2cc(N)n3nc(-c4c[nH]c5ccccc45)cc3n2)c2cc(Br)cnc21
  A = -76*	B = -77*	C = -58*	D = -81*	E = -75*	F = -43*	G = -29*	H = -36*	I = -42*

38) c1ccc2sc(SN3CCOCC3)nc2c1
  A = 98	B = 70	C = 118	D = 94	E = 82	F = 88	G = 96	H = 60	I = 71

39) CC(=O)OCC1O[C@@H](OC(C)=O)[C@@H](NC(=O)NS(=O)(=O)c2ccccc2)C(OC(C)=O)[C@@H]1OC(C)=O (some centres not stated)
  A = 108	B = 98	C = 99	D = 97	E = 104	F = 102	G = 72	H = 95	I = 91

40) CCN(CC)CCOc1ccc(/C(=C(\Cl)c2ccccc2)c2ccccc2)cc1
  A = -27*	B = -65*!	C = 111	D = 76&55	E = 81&53	F = 91&49	G = 77	H = 70&41	I = 66&24

41) N#Cc1c(-c2cccc(Br)c2)n2c(nc1=O)SC(=O)C2=O
  A = 113	B = 98	C = .	D = 95	E = 92	F = 103	G = 100	H = 109	I = 78
